Assay outcomes deposited in PubChem by several laboratories.
BoNT-F LC inh: inhibitors of Botulinum neurotoxin F light chain protease; hit rate 0.22% among 360,000; inhibition, % at 10 µM; Multiplex microsphere protease cleavage assay, flow cytometry; in the data active = inhibition above about 35%, passing the limit was not always enough; inconclusive = no clear call, values can overlap the other calls; note: plate controls were buffer without enzyme for full effect and enzyme alone for no effect
Anthrax LF inh2: inhibitors of Bacillus anthracis lethal factor protease; P15917; multiplex microsphere protease cleavage assay, LF; inhibition, % at 10 µM; hit rate 0.12% among 360,000; AID 588501; note: plate controls were buffer without enzyme for full effect and enzyme alone for no effect
FadD28 binding: blocks FadD28 binding to the bisubstrate probe | hit rate 0.22% among 360,000 | AID 588549 | inhibition, % at 12.5 µM | fluorescence polarization; in the data active = inhibition above about 8.5%, passing the limit was not always enough; inconclusive = no clear call, values can overlap the other calls
BoNT A protease: inhibitors of Botulinum neurotoxin A light chain protease. multiplex microsphere protease substrate cleavage, flow cytometry. inhibition, % at 10 µM. hit rate 0.17% among 360,000; note: plate controls were buffer without enzyme for full effect and enzyme alone for no effect
PfHsp40 rescue: restores yeast growth despite PfHsp40 toxicity | hit rate 0.68% among 340,000 | growth rescue, % at 12.5 µM | S. cerevisiae expressing PfHsp40, growth rescue, ATP luminescence | AID 504582; in the data active = growth rescue above about 28%, passing the limit was not always enough; inconclusive = no clear call, values can overlap the other calls;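 note: yeast W303a lacking pdr1 and pdr3 grown in galactose medium; growth measured after three days at 30 °C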
GDH-TPI inh: inhibits GDH-TPI coupling enzymes, artifact for Mtb FBA screen | GDH-TPI coupled enzyme counterscreen, NADH absorbance | inhibition, % at 4.8 µM | hit rate 1.2% among 360,000; in the data active = inhibition above about 30%;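 note: 0% = DMSO wells and 100% = wells lacking the enzyme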
Mtb BioA inh: inhibitors of Mycobacterium tuberculosis BioA enzyme. inhibition, % at 9.99 µM. hit rate 0.096% among 360,000. purified M. tuberculosis BioA enzyme, plate reader; in the data active = inhibition above about 40%; inconclusive = no clear call, values can overlap the other calls
Mtb UGM inh: blocks M. tuberculosis UGM enzyme. P9WIQ1. purified UGM, fluorescence polarization probe displacement. inhibition, % at 10 µM. hit rate 0.06% among 320,000. AID 504406; in the data active = inhibition above about 10%, passing the limit was not always enough; inconclusive = no clear call, values can overlap the other calls
Target sequence (P9WIQ1 whole entry, looked up): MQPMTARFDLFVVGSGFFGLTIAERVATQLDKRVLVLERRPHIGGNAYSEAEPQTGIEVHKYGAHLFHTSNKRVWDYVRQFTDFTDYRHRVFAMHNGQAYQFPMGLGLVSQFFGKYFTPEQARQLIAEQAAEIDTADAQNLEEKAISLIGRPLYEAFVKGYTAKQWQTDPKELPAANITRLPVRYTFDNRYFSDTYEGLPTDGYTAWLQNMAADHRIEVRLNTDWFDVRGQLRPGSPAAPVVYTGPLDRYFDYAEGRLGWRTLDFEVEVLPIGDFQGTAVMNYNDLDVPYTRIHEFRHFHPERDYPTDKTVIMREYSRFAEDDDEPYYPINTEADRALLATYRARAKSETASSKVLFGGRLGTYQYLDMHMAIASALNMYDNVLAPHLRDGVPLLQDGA
Mtb FBA inh: inhibits M. tuberculosis FBA enzyme. P9WQA3. purified M. tuberculosis FBA, fluorescence read-out. inhibition, % at 1 µM. hit rate 2.3% among 360,000; in the data active = inhibition above about 27%;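 note: 0% = vehicle and 100% = reference inhibitor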
Target sequence (P9WQA3 whole entry, looked up): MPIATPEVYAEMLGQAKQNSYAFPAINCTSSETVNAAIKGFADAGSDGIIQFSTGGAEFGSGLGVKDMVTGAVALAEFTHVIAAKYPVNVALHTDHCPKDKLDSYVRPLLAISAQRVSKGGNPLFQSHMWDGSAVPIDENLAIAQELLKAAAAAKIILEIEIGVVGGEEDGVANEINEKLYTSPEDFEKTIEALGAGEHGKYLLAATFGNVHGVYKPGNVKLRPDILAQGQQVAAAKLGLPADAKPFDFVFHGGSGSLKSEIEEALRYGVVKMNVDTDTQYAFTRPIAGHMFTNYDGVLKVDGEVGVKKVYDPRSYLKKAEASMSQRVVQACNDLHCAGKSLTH
The depositor's hits bear a star; ? = inconclusive; nt = not tested or not shown. Cut-off read from the data, not from the text of the source, unless noted: active = inhibition above about 30%; inconclusive = no clear call, values can overlap the other calls; inactive = below that. Compounds as they come. Share with any hit: about 4.7%.

compound	GDH-TPI inh	Mtb FBA inh	FadD28 binding	BoNT-F LC inh	Mtb UGM inh	PfHsp40 rescue	BoNT A protease	Mtb BioA inh	Anthrax LF inh2
Cc1ccc(S(=O)(=O)N(C)C)cc1NC(=O)c1cccs1	-4	-2	-0.5	-2	-2.0	0.6	-0.6	-1.2	-7
COc1ccc(S(=O)(=O)N/N=C(/C)c2ccncc2)c(OC)c1	2	4	0.4	0	-1.9	2.5	1.5	0.0	2
CC(C)Oc1ccc(CN2CCC2(C)C(=O)NCc2ccc(C(F)(F)F)cc2)cc1 (configuration not stated)	5	-1	-5.5	-11	nt	nt	-0.4	2.3	-5
Cc1cc(C)c(C#N)c(SCC(=O)NC(C)(C)C)n1	-5	5	-0.2	-26	5.1	-0.4	-2.7	0.1	-3
O=C1C2C3C=CC(C4CC34)C2C(=O)N1CCc1ccccc1 (configuration not stated)	-2	0	0.3	-2	0.0	-1.8	-0.6	2.7	-1
CCOC(=O)c1ccc(NC(=O)Nc2c(C)n(C)n(-c3ccccc3)c2=O)cc1	-3	-3	-3.3	3	0.7	-1.9	0.5	-1.3	-2
COc1ccc(OC)c(S(=O)(=O)N2CCCC2C(=O)N2CCc3ccccc3C2)c1 (configuration not stated)	-11	-1	-4.5	32	-1.3	5.2	-0.1	6.5	15
O=S(=O)(Nc1ccccc1N1CCCCC1)c1ccccc1	2	6	-2.9	-5	-2.2	-1.5	-0.8	-1.3	-3
CCOc1ccc(N2C(=O)C3ON(c4ccccc4)C(c4ccco4)C3C2=O)cc1 (configuration not stated)	4	0	-1.9	0	4.6	0.8	-1.6	nt	-2
CCCCn1c(N)c(N(CC(C)C)C(=O)C2CC(=O)N(CCc3ccccc3)C2)c(=O)[nH]c1=O (configuration not stated)	6	4	-0.9	-1	-1.5	-0.5	-0.2	-3.1	1
CC(C)Oc1ccc(C(=O)OCC(=O)N2CCCc3ccccc32)cc1	2	7	1.0	6	0.4	-2.4	1.4	1.1	1
Cc1onc(C(=O)N2CCN(c3ccccc3)CC2)c1[N+](=O)[O-]	-3	-4	-2.9	-5	1.7	1.8	1.0	1.6	-2
CCN(CC)S(=O)(=O)c1ccc(Cl)c(C(=O)NCc2ccccc2Cl)c1	16	-5	-0.5	27	-0.7	0.3	2.0	-2.9	3
COc1ccc(C(=O)COC(=O)c2ccn(C)n2)cc1	-3	0	-3.0	4	0.4	0.1	1.3	-1.0	1
Nc1nc(N)c2cc(Sc3ccc(Cl)cc3)ccc2n1	9	68*	-6.7	-2	nt	nt	-0.3	-1.0	-8
CCOc1ccc(OCC)c(NC(=O)C2CCN(c3ncccn3)CC2)c1	-1	2	-2.3	-7	-5.8	0.7	?	-1.5	-2

Quoted from the listing.
BoNT-F LC inh, Nc1nc(N)c2cc(Sc3ccc(Cl)cc3)ccc2n1 = -2
Anthrax LF inh2, CCOc1ccc(OCC)c(NC(=O)C2CCN(c3ncccn3)CC2)c1 = -2

New compounds follow:
compound	GDH-TPI inh	Mtb FBA inh	FadD28 binding	BoNT-F LC inh	Mtb UGM inh	PfHsp40 rescue	BoNT A protease	Mtb BioA inh	Anthrax LF inh2
CCOC(=O)COc1ccc2c3c(c(=O)oc2c1)CCCC3	0	32*	-2.8	?	0.7	0.3	2.3	0.9	-10
Cc1cc(C)cc(CC2CC(=O)N(c3ccc([N+](=O)[O-])cc3)C2=O)c1 (configuration not stated)	7	2	1.9	?	-0.4	0.3	-0.1	3.3	19
CCCCn1c(SCC(=O)Nc2cc(C)on2)nnc1-c1cccnc1	-10	2	-1.9	1	-0.2	0.9	-0.8	nt	-1
O=C(COc1ccc2c3c(c(=O)oc2c1)CCC3)NCC(O)c1ccccc1 (configuration not stated)	2	3	-3.4	1	1.2	0.7	1.2	-2.6	0
CCC(C)Nc1nnnc2c1sc1nc3c(cc12)COC(C)(C)C3 (configuration not stated)	-1	4	-3.0	-1	-2.9	-0.5	0.8	2.9	-2
O=C(CN1C(=O)NC2(CCCC2)C1=O)Nc1cccc(Cl)c1Cl	1	4	nt	-9	-0.3	0.7	-2.9	nt	10
Cc1ccccc1NC(=O)c1c(C)nn(-c2ccccc2)c1Cl	7	0	-1.9	-4	0.0	1.6	-1.0	-0.1	-1
Cc1ccc(NC(=S)N(CCN2CCOCC2)Cc2ccccc2F)cc1	-3	1	-1.2	-2	-3.8	-0.8	-0.3	-2.0	1
COc1cc2[nH]c(C(=O)NCc3ccccc3)cc2c(OC)c1OC	-13	23	1.1	19	0.8	1.2	0.3	2.5	13
Cc1cc(C)c2oc(C(=O)NCc3ccccc3)cc(=O)c2c1	-1	2	-1.5	5	-1.6	?	-2.5	nt	-2
O=C(c1sccc1Br)N1CCN(Cc2ccc3c(c2)OCO3)CC1	3	-2	-1.5	?	-2.2	0.7	-0.8	0.6	-20
CCn1c(CNc2ccc(F)cc2)nnc1SCC(=O)N1CCCc2ccccc21	6	0	-2.1	12	-0.7	-1.0	-0.5	1.5	1
O=S(=O)(NCCCN1CCOCC1)c1ccc(Cl)s1	20	-1	-2.3	-1	2.8	-0.9	-0.4	nt	5
CCOC(=O)N1CCN(CC(=O)Nc2ccc(F)c(F)c2F)CC1	-8	-3	-4.5	-1	-1.1	0.5	1.0	nt	-7
O=C(NN1C(=O)c2ccccc2C1=O)C1CC2CCC1C2 (configuration not stated)	15	0	-0.9	-2	1.6	-0.2	0.2	nt	-1
CSCCC(Nc1ccc(S(=O)(=O)N2CCOCC2)cc1[N+](=O)[O-])C(=O)OCC(=O)NCC(C)C (configuration not stated)	6	-2	0.1	-8	-1.3	1.1	0.0	nt	2
COc1ccc(-c2nc(-c3ccccc3OC)no2)cc1OC	0	1	-2.3	2	-1.1	-0.4	-0.1	-0.6	6
CN1C(=O)C(Cc2ccc(OCc3ccccc3)cc2)C(=O)N(C)C1=O	1	-1	-2.6	-25	0.5	8.2	-1.3	-1.8	-4
CC(=O)c1cccc(NC(=O)C(C)OC(=O)CCc2nc3ccccc3c(=O)[nH]2)c1 (configuration not stated)	-1	1	-0.4	-7	-0.5	-0.7	-0.3	nt	-2
CC(=O)N=c1c(C#N)cc2c(=O)n3ccccc3nc2n1Cc1ccccc1	-7	28*	-2.1	-10	-1.6	0.2	5.3	-1.5	-1
COc1cc(OC)cc(C(=O)NC(C(=O)N2CCC2)C(C)C)c1 (configuration not stated)	-2	3	-1.5	4	-1.8	0.1	2.4	-0.3	3
COc1ccc(CCNCc2sccc2C)cc1OC	2	1	0.3	-9	-3.6	-1.3	-0.9	0.1	-5
COc1ccc(NC(=O)Cc2coc3cc(C)ccc23)cc1S(=O)(=O)N1CCOCC1	-1	-1	-1.6	-20	1.4	1.0	1.6	-0.4	-3
COc1ccc(-c2cn[nH]c2-c2ccc(OCc3ccc(F)cc3)cc2O)cc1OC	2	3	-0.5	-15	0.1	20	-5.5	-1.0	-10
CCN(C(=O)CN1CC=C(c2ccccc2)CC1)c1c(N)n(Cc2ccccc2)c(=O)[nH]c1=O	9	2	-0.6	-3	0.8	1.8	1.2	nt	-2
CCNc1nc(NCC)nc(N(n2cnnc2)S(=O)(=O)c2ccc(C)cc2)n1	8	3	0.9	4	nt	0.1	-0.8	nt	0
Cc1cc(/C=C(\C#N)C(=O)NCc2ccco2)c(C)[nH]1	25	-1	0.0	8	0.6	0.2	-0.4	-2.8	2
CN1C(=O)/C(=C/c2ccc(OCc3ccc(C(=O)O)cc3)c(Cl)c2)NC1=S	16	2	-3.6	-15	2.0	-0.3	1.8	-0.1	18
Cc1cccc(NC(=O)c2oc(=O)c3ccccc3c2-c2ccccc2)c1C	3	1	-0.2	-7	-0.3	-1.6	-0.8	nt	0
COc1ccc(/C=N/S(=O)(=O)c2ccc(C)cc2)cc1	5	3	-0.4	-2	-0.7	-1.5	-1.0	-0.3	0
CC(C)COc1cccc(C(=O)Nc2cc(S(=O)(=O)N3CCOCC3)ccc2N2CCCC2)c1	-4	-1	-0.1	-6	nt	5.6	1.1	-1.5	-2
COc1cc(/C=N/n2cnnc2-n2nc(C)cc2C)cc([N+](=O)[O-])c1O	38*	-11	-3.4	-7	0.4	0.7	-1.0	1.3	-7
OCCn1nc2c3ccccc3nc-2n(-c2ccccc2)c1=S	2	31*	0.1	-2	-0.8	-0.9	-0.8	3.2	-3
COc1ccc(-c2noc(C(C)n3nc(C)c([N+](=O)[O-])c3C)n2)cc1OC (configuration not stated)	-6	-3	-4.9	-3	3.4	2.1	-0.2	1.4	-1
CC(=O)c1cn(CC(=O)Nc2ccc(C)cc2C)c2ccccc12	5	2	-3.7	-1	0.2	-0.8	-0.7	-1.7	-1
S=c1[nH]nc(CNc2ccc(Cl)cc2)n1Cc1ccccc1	-9	0	-1.8	0	-1.7	0.6	-0.5	nt	-2
O=C(OCC(=O)N1c2ccccc2Sc2ccccc21)c1cccnc1	-1	2	-3.7	1	-2.1	0.1	-0.2	nt	-2
COc1ccccc1OCCC(=O)OCC(=O)NCc1ccc(F)cc1	3	-2	-3.5	7	-0.4	0.3	0.5	0.0	-4
CC1CCCC(NC(=O)c2ccc3c(c2)NC(=O)CS3)C1C (configuration not stated)	-10	3	-1.4	-2	-1.2	0.8	0.1	0.5	0
Cc1ccc(N2C(=O)C(Cl)=C(N3CCOCC3)C2=O)cc1Cl	16	-1	-1.6	-12	-0.6	1.9	-0.7	nt	-1
COc1cc(/C(C)=N/NC(=O)CN2CCN(S(=O)(=O)c3ccc(C)cc3)CC2)ccc1O	7	-2	-1.2	-2	1.2	1.2	-1.3	7.7	3
C#CCn1c(=NC(=O)c2cccs2)sc2cccc(OC)c21	31*	6	-1.6	-12	3.1	1.4	-1.4	-2.2	-10
COc1ccccc1-c1cc(C(F)(F)F)nc(S(=O)(=O)CCCC(=O)O)n1	9	1	-4.6	-20	3.5	2.2	-1.5	60*	-2
CN(C)C1N(C(=O)c2ccccc2)N=C2c3ccccc3S(=O)(=O)N21 (configuration not stated)	3	4	-3.4	1	0.7	0.2	-0.1	1.0	0
c1cnc(N2CCNCC2)nc1	13	12	-0.9	0	-0.1	-1.0	-0.2	0.0	-6
CC(=O)c1cccc(CN2CCCC(CCC(=O)NCc3ccccc3F)C2)c1 (configuration not stated)	-1	1	-2.7	1	-0.5	0.3	-0.9	nt	-5
COC(=O)C1=CN(Cc2ccccc2)C=C(C(=O)OC)C1c1ccc(OC)c(OC)c1	9	3	0.2	13	-0.9	1.3	-0.9	2.3	-6
CCN1CCN(c2ccc(S(=O)(=O)N3CCOCC3)cc2NC(=O)/C=C/c2cccc(OC)c2OC)CC1	15	2	-3.2	7	-1.6	-1.6	0.2	0.5	-4
O=C(N/N=C/c1ccccn1)c1cc(-c2ccc3ccccc3c2)n[nH]1	8	6	-4.8	-12	-0.2	0.7	-1.6	nt	0
CCOc1ccc(Br)cc1S(=O)(=O)Nc1cccc(S(=O)(=O)Nc2ccccc2C(=O)O)c1	-1	4	-9.8	nt	5.7	5.4	nt	0.4	nt
CN1CCN(C(=O)c2ccc(-c3ccc(Br)cc3)o2)CC1	4	-2	-1.0	2	2.1	-1.9	1.5	0.6	-4
Cc1ccc2oc(=O)c(/C=C(\O)C(C)(C)C)nc2c1	-4	0	-1.8	-3	-1.6	1.4	-1.0	nt	-8
COc1ccc(CNc2nc3ccccc3n2C(C)C)c(O)c1	6	2	-3.5	?	-0.4	1.2	1.4	0.2	9
O=C(CSc1nccn(-c2ccc(Br)cc2)c1=O)NC1CCCC1	24	3	-3.2	nt	nt	0.4	nt	-1.0	nt
O=C(Nc1ccccc1C(F)(F)F)c1ncn[nH]1	1	3	-1.5	nt	4.9	-0.2	nt	nt	nt
